Assay outcomes: PubChem BioAssay, National Center for Advancing Translational Sciences (NCATS)
DNA Pol III inh: inhibitors of bacterial DNA polymerase III holoenzyme; Potency, µM (doses to about 57.1 µM), for the others: at the top dose activity change, negative = inhibition; actives 0.25% (n = 71,000); AID 603; reconstituted DNA polymerase III holoenzyme replication, biochemical; note: potency is the fitted concentration of half-maximal effect; % is set by controls: 0 for no effect and ±100 for the full control effect
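Reconstituted *E. coli* holoenzyme (0.35 nM Pol III, 1 nM beta, 154 nM SSB, 2 nM primase) was preincubated with compound for 15 min at RT. Synthesis on 1.4 nM ssM13Gori ran 35 min, then was stopped with PicoGreen/EDTA and read as dsDNA fluorescence.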
BRCT inh green: BRCA1 BRCT-phosphoprotein interaction inhibition; actives 0.05% (n = 75,000); BRCA1 BRCT-phosphopeptide binding, green fluorescence polarization; P38398; AID 875; Potency, µM (top dose mostly 76.9 µM), without a hit: at the highest dose activity change, negative = inhibition, most hits filed as inhibitors;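 note: potency is the fitted concentration of half-maximal effect; plate controls were peptide without protein for full effect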
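Fluorescence polarization: His-tagged BRCT (~35 kDa BRCA1 C-terminus, 250 nM) bound to 100 nM fluorescein-labeled phosphorylated 10-aa BACH1 peptide, pH 7.3 phosphate buffer with DTT and Tween 20. Compounds incubated 12 min at room temperature; inhibition read as lowered polarization.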
Casp1 inh: blocks human caspase-1 allosterically or competitively. P29466. Caspase-1 enzyme, Ac-WEHD-AFC fluorogenic rate. Potency, µM (top dose mostly 57.5 µM), without a hit: at the top dose activity change, negative = inhibition, most hits filed as inhibitors. actives 0.03% (n = 75,000). AID 900;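 note: potency is the fitted concentration of half-maximal effect; plate controls were vehicle for no effect and no substrate for full effect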
Target sequence (P29466 120-297 limits assumed): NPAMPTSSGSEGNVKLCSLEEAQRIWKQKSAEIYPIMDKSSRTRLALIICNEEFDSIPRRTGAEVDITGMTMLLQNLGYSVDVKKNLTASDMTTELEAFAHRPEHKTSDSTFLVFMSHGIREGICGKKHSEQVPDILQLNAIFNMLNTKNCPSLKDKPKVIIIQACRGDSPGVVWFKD
Target sequence (P29466 317-404 limits assumed): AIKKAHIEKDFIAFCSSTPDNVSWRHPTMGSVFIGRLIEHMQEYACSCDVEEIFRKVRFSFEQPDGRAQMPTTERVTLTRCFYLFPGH
HADH2 inhib: HADH2 (human) dehydrogenase inhibition. Q99714. recombinant HADH2, NADH fluorescence, beta-hydroxybutyryl-CoA. Potency, µM (series often up to 57.1 µM), for inactives: top-dose activity change, negative = inhibition, actives largely listed as inhibitors. actives 3.4% (n = 73,000). AID 886; note: potency is the fitted concentration of half-maximal effect; % is set by controls: 0 for no effect and ±100 for the full control effect; nearly all actives have a fitted effect of over 60% in size; many of its hits are not listed in these tables
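His-tagged recombinant enzyme from E. coli, 20 nM, preincubated 15 min RT with compound; reaction started with 1 mM NAD+ and 90 uM beta-hydroxybutyryl-CoA in 100 mM Tris-HCl pH 9.0. NADH fluorescence (ex 360/em 450) read over 4 min; last-minus-first difference.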
Casp7 inh: allosteric or competitive inhibitors of human caspase-7 | recombinant caspase-7, Ac-DEVD-AFC fluorescence rate | Potency, µM (titrated, usually from 57.5 µM), inactives show at the top dose activity change, negative = inhibition, most hits filed as inhibitors | actives 0.02% (n = 75,000); active = well fitted inhibition curve with a large enough effect in the main read-out, with a control signal flat, not every such curve was filed as active; inconclusive = small, poorly fitted or top-dose-only effect, or a change in a side signal; note: potency is the fitted concentration of half-maximal effect; % of control where 0% means no effect
BRCT PPI red: inhibitors of human BRCA1 BRCT-phosphoprotein interaction (red fluorophore); actives 0.03% (n = 75,000); P38398; Potency, µM (titrated, usually from 76.9 µM), without a hit: at the top dose activity change, negative = inhibition, hits mostly inhibitors; AID 892; BRCT-phosphopeptide binding, red fluorescence polarization; note: % is set by controls: 0 for no effect and ±100 for the full control effect
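Rhodamine-labelled pBACH1 10-mer (100 nM) bound to BRCT domain (100 nM) at pH 7.3; compounds incubated 12 min room temperature, polarization read. Free peptide defines full inhibition; unlabelled decapeptide titrated as control.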
HEK293 cAMP ctrl: parental HEK293 cAMP activation (counter-screen) | parental HEK293 CNG cAMP sensor, membrane potential fluorescence | Potency, µM (top dose mostly 57.1 µM), for the others: at the highest dose activation, most hits filed as activators | actives 2.5% (n = 73,000); note: potency is the fitted concentration of half-maximal effect; % of control where 0% means no effect; nearly all actives have a fitted effect of over 55% in size
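Parental HEK 293 cells stably expressing a cAMP-gated CNG channel were loaded with membrane potential dye containing 100 uM RO 20-1724 for 60 min. Compound added for 30 min; depolarization read as fluorescence intensity at 590 nm.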
USP2a inh: inhibitors of human ubiquitin-specific protease USP2a; O75604; USP2a enzymatic assay, qHTS inhibition; Potency, µM (series often up to 38.3 µM), without a hit: at the highest dose activity change, negative = inhibition, usual class: inhibitors; actives 0.1% (n = 60,000); AID 927;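 note: potency is the fitted concentration of half-maximal effect; nearly all actives have a fitted effect of over 60% in size; plate controls were DMSO for no effect and NEM full inhibition control for full effect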
Target sequence (O75604 whole entry, looked up): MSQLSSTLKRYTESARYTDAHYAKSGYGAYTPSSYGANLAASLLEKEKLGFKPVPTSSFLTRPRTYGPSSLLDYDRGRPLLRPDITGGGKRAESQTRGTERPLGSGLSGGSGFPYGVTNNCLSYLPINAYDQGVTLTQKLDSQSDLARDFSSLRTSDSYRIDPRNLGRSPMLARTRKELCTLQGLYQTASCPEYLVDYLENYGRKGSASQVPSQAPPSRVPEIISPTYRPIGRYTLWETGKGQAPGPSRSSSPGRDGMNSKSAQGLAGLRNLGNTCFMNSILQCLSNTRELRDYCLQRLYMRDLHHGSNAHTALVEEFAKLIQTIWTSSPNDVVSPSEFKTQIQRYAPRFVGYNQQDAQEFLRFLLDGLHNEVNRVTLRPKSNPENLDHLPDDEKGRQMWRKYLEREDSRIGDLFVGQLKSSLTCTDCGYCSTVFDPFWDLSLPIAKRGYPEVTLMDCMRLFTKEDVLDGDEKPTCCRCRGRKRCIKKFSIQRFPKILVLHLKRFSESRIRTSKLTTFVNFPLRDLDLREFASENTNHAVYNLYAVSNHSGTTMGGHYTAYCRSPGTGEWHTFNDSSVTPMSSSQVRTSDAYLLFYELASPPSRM
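Inhibition is measured in a cell-free coupled assay with 20 nM USP2 core, 20 nM Ub-PLA2 and 20 uM NBD C6-HPC, 2.5 h incubation. Activity normalized to NEM control.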
Rhodamine autofl: compound autofluorescence in rhodamine spectral region; Rhodamine-region fluorescence, 547/598 nm, Tris buffer; stronger effect = higher value; max dye-equivalent concentration, M; actives 0.05% (n = 59,000); in the data active = max dye-equivalent concentration above about 11 nM; inconclusive = between about 1.1 nM and that limit
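A six-point rhodamine series on each plate calibrates the signal. Compounds sit in 100 mM Tris (pH 8.0) for 15 min at ambient temperature before imaging through 547 nm/598 nm filters.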
Tau filament bind: binders of human tau filaments. recombinant tau filaments, thioflavin S fluorescence, 15 h; filaments grown with octadecylsulfate alongside compound. Potency, µM (series often up to 57.1 µM), inactives show at the highest dose activity change, negative = inhibition. actives 2% (n = 71,000);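 note: potency is the fitted concentration of half-maximal effect; % is set by controls: 0 for no effect and ±100 for the full control effect; actives lower thioflavin S fluorescence by blocking filaments or displacing dye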
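Tau 2 uM in ThS buffer dispensed; compound added; 60 uM ODS added (finals 1 uM tau, 30 uM ODS); 15 h 37 C; fluor ex450/em510.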
ALOX15 inhib: inhibitors of human 15-lipoxygenase (ALOX15). P16050. purified 15hLO-1, xylenol orange hydroperoxide absorbance. Potency, µM (titrated, usually from 57.1 µM), for inactives: top-dose activity change, negative = inhibition, actives largely listed as inhibitors. actives 1.4% (n = 74,000); note: potency is the fitted concentration of half-maximal effect; % is set by controls: 0 for no effect and ±100 for the full control effect; nearly all actives have a fitted effect of over 55% in size
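Readout: Fe(III)-xylenol orange absorbance, 573-to-405 nm ratio as reaction progress. Enzyme 40 nM purified human 15hLO-1, substrate 50 uM arachidonic acid, 6 min RT after 15 min compound preincubation; Hepes pH 7.5 buffer with Triton X-100.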
Active calls of the source: *; i = inactive; ? = inconclusive; nt = no result given; [ ] = dose if it differs, or a comment. Unless noted, calls come from the whole dose curve; as a rule, active = well fitted curve in the direction sought with a large enough effect; inconclusive = small, poorly fitted or top-dose-only effect, or another doubt; inactive = no such curve, though single readings can be large; an effect the other way counts as inactive or inconclusive.

Value order – BRCT inh green, HADH2 inhib, Tau filament bind, HEK293 cAMP ctrl, BRCT PPI red, Casp1 inh, USP2a inh, Casp7 inh, DNA Pol III inh, ALOX15 inhib, Rhodamine autofl
> CCOC(=O)Cc1c(C)nc2c(C#N)c(C)nn2c1C
    -0.9%, ?, 7%, 6%, -1.1%, 1%, 2%, 0%, -1%, 7%, i
> COc1cccc(C(=O)CN2C3=NCCCN3c3ccccc32)c1
    -3.2%, -1%, -14%, 5%, 0.3%, -2%, 17%, -1%, -2%, 1%, i
> CCCCCn1c(CNC(C)=O)nc2ccccc21
    -0.5%, 0%, 9%, 1%, 0.5%, 2%, 1%, 0%, -9%, 0%, i
> CCN(CC)CCNc1nc2ccccc2n1C
    -0.5%, -11%, 6%, 16%, -0.9%, -3%, -14%, -2%, 0%, -7%, i
> COc1cc(N/C(=N/S(=O)(=O)c2ccccc2)c2ccccc2)ncn1
    -4.2%, 2%, -14%, 1%, -1.0%, -1%, 4%, 1%, -6%, 5%, i
> COc1ccccc1CN1CCC2(CC1)CCN(S(=O)(=O)c1ccccc1)CC2
    -2.1%, 6%, -2%, -7%, 0.5%, -2%, 25%, -1%, 1%, 4%, i
> COc1cc(SC)ccc1C(=O)OC1CCOC1=O (stereo not drawn)
    0.9%, -22%, -1%, ?, 0.1%, 0%, 3%, 1%, -4%, 2%, i
> O=C(Nc1nnc(SCc2ccc(Cl)cc2)s1)c1ccco1
    -0.4%, -22%, 190%, ?, -1.1%, 0%, 8%, -5%, -1%, -2%, i
> CCc1ccc(OC(=O)c2ccn(CC)n2)cc1
    -0.3%, 3%, 1%, 4%, -0.3%, 0%, 4%, 2%, 0%, 0%, i
> COc1ccc(S(=O)(=O)N2CCCN(Cc3cccc(F)c3)CC2)cc1
    -3.5%, -5%, -12%, 23%, -1.0%, 0%, -14%, -3%, 1%, -10%, i
> CCCc1cc(=O)oc2cc(C)cc(OCc3nn[nH]n3)c12
    0.6%, 32µM*, -6%, 2%, 0.5%, -3%, -13%, 1%, -5%, 8%, i
> COc1cc(NC(=O)Cc2ccccc2)cc(OC)c1
    3.9%, 4%, -25%, -4%, -1.3%, -1%, 3%, -1%, -5%, 1%, nt
> O=C1C2CC=C(Cl)CC2C(=O)N1CN(Cc1ccco1)CN1C(=O)C2CC=C(Cl)CC2C1=O (stereo not drawn)
    -0.1%, ?, 72%[11.4 µM], -5%[11.4 µM], 0.6%, ?, 29%[7.66 µM], ?, -2%[11.4 µM], -24%[11.4 µM], nt
> COc1cc2c(cc1OC)C(CCN)=NCC2
    -1.4%[15.4 µM], 9%[11.4 µM], -29%[11.4 µM], 3%[11.4 µM], -1.5%[15.4 µM], -5%[11.5 µM], nt, -10%[11.5 µM], 2%[11.4 µM], 11%[11.4 µM], i
> NC1C(O)OC(CO)[C@@H](O)[C@@H]1O[C@H]1O[C@@H](C(=O)O)C(O)C(O)C1O (stereo partly drawn)
    -1.1%, nt, nt, nt, 0.3%, 6%, -7%, -1%, nt, -1%, nt
> CCOc1ccc(NC(=O)CSc2nnc(Cc3cccn3C)n2-c2ccc(F)cc2)cc1
    -1.6%, -7%, 38%, -4%, -0.1%, 0%, nt, -2%, 3%, -13%, nt
> O=C(O)CC12CSc3[nH]c(=O)sc3C1c1ccccc1OC2=O (stereo not drawn)
    -0.8%, ?, -9%, 28%, 0.0%, -3%, nt, -2%, 0%, -3%, nt
> CC1CN(c2ncnc3c2oc2ccccc23)CC(C)O1 (stereo not drawn)
    -2.8%, -5%, 9%, 12%, -4.0%, -3%, 4%, -1%, -5%, 3%, i
> COc1cc(NC(=O)c2ccc(S(=O)(=O)N(C)C)cc2)cc(OC)c1OC
    -0.4%, 4%, 3%, 8%, 1.4%, 0%, 8%, 1%, -8%, 8%, nt
> COc1ccc(C(=O)N(CN2CCCC2=O)c2cc(C)on2)cc1OC
    0.6%, 1%, ?, 4%, -1.5%, 0%, 7%, 1%, -5%, 0%, i
> CC(C)N1CC23C=CC(O2)C(C(=O)OCc2ccccc2)C3C1=O (stereo not drawn)
    -2.0%, 3%, -7%, 5%, 0.9%, -2%, nt, -2%, -3%, 3%, nt
> CCOC(=O)[C@]1(C(NC(=O)OC)c2ccccc2)CCCC1=O (stereo partly drawn)
    0.1%[15.4 µM], 6%[11.4 µM], nt, 12%[11.4 µM], -1.2%[15.4 µM], 0%[11.5 µM], nt, 0%[11.5 µM], nt, -13%[11.4 µM], nt
> Cc1cc(C(=O)CSc2nc3ccccc3o2)c(C)n1C1CC1
    -0.8%, 11%, 6%, 16µM*, -1.3%, -7%, 7%, -3%, -2%, ?, i
> CCc1nc(NCCN2CCOCC2)c2oc3ccccc3c2n1
    -0.4%, 6%, 3%, 13%, -0.9%, 1%, -2%, -2%, -5%, -8%, i
> O=C(O)CC1(c2ccccc2)C(=O)c2ccccc2C1=O
    -1.2%, 0%, 6%, 0%, -1.6%, 0%, 20%, 0%, 6%, 13%, i
> Cc1ccccc1C1=NC(c2ccc(F)cc2F)ON1 (stereo not drawn)
    -0.3%, 0%, -2%, 28%, 0.6%, 0%, 4%, -2%, -5%, ?, i
> Cc1ccccc1-c1cncnc1Nc1ccccc1
    -1.8%, 0%, -5%, 22%, -3.7%, -1%, 22%, -1%, -5%, 8%, i
> COCCNC(=O)c1cc2cc(Br)cc(OC)c2oc1=O
    0.2%, 3%, -11%, 3%, -0.8%, 0%, -2%, 0%, 0%, 0%, i
> CCC(Oc1ccc(C)c(C)c1)C(=O)O (stereo not drawn)
    -2.4%, 6%, 4%, 10%, -2.3%, 4%, 0%, 1%, 3%, 4%, i
> CCOc1ccccc1-n1c(SCC(=O)NC)nnc1-c1ccco1
    -0.9%, 11%, 3%, 5%, -0.9%, -2%, -4%, 8%, 13%, 3%, i
> Cc1cc(C(=O)N2CCCC2C(=O)O)c(C)o1 (stereo not drawn)
    6.4%, 0%, 48%, 6%, 0.8%, -1%, 0%, -1%, 0%, 6%, nt
> CCn1cc(Cl)c(C(=O)Nc2nc3ccccc3n2CCN2CCCCC2)n1
    0.5%, -6%, 29%, 13%, -4.8%, -1%, nt, -1%, -5%, 23%, nt
> Nc1c[n+](N2CCOCC2)no1
    -2.6%, ?, -1%, -6%, -0.7%, -1%, nt, 1%, -10%, ?, nt
> CC(C)c1nnc(NC(=O)C2CCCCC2)s1
    -1.3%, -7%, -26%, 4%, 0.2%, -1%, nt, 0%, 4%, -4%, nt
> COc1ccc(CCN2C(=O)CC(NCc3ccc4c(c3)OCO4)C2=O)cc1OC (stereo not drawn)
    5.5%, 7%, -4%, ?, 1.0%, 0%, 6%, 0%, 5%, 5%, i
> CC1=C(C(=O)OCc2ccccc2)C(c2cccnc2)n2ncnc2N1 (stereo not drawn)
    -2.1%, ?, 1%, 10%, -0.1%, -1%, -6%, 2%, -3%, 17%, i
> NS(=O)(=O)c1cc2c(cc1Cl)N[C@@H](CC1CCCC1)NS2(=O)=O
    -1.0%[34.4 µM], 1%[25.6 µM], -3%[25.6 µM], -1%[25.6 µM], -0.3%[34.4 µM], -2%[25.7 µM], 4%[17.1 µM], 1%[25.7 µM], 1%[25.6 µM], -1%[25.6 µM], i
> Cc1nc2ccccc2n1CC(=O)N1CC(=O)Nc2ccccc21
    0.4%, 2%, 6%, 5%, -0.4%, 1%, 2%, 0%, -3%, 3%, i
> COc1ccccc1-n1c(C)nc(=O)c(-c2ccccc2)c1C
    -1.7%, -8%, 2%, 10%, -1.6%, 2%, -3%, -2%, -5%, 11%, i
> CC1Cc2ccccc2N1S(=O)(=O)c1cccc(C(=O)OCC(=O)NC2CCS(=O)(=O)C2)c1 (stereo not drawn)
    1.9%, 2%, -4%, 2%, 0.2%, 0%, 35%[activator], 0%, -5%, -8%, i
> O=C(OCc1nnc(-c2ccc(Cl)cc2)o1)c1ccncc1
    0.6%, 8%, -17%, 4%, -1.9%, -1%, 30%[activator], -3%, 4%, 4%, i
> CC(C)COP(=O)(c1ccc(N(C)C)cc1)C(O)c1ccncc1 (stereo not drawn)
    -2.4%, 0%, 2%, 4%, -0.9%, 3%, 6%, 1%, 6%, -5%, i
> CC1(C)C2CCC1(C)C(OC(=O)CSc1nc(N)cc(=O)[nH]1)C2 (stereo not drawn)
    -0.4%, ?, 10%, 1%, -1.1%, 1%, 25%, 0%, 4%, 1%, nt
> CCOC(=O)N1CCC(n2c(=S)[nH]c3cc(OC)c(OC)cc3c2=O)CC1
    -1.5%, 5%, -10%, -3%, 0.7%, 1%, 72%[activator], 1%, -4%, -3%, i

A portion of the library. The share of hits here may be higher or lower than overall.
